N370S GC mod = inhibitors or activators of N370S glucocerebrosidase for Gaucher disease; P04062; N370S GC spleen homogenate, 4MU-glucoside fluorescence; Potency, µM (highest dose often 59.4 µM), without a hit: at the highest dose activity change, negative = inhibition, hits mostly inhibitors; 0.092% of 330,000 active;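 further: 0% = full enzyme activity and -100% = no enzyme basal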
FEN1 inh = inhibitors of human flap endonuclease 1. P39748. Recombinant FEN1 flap cleavage, fluorescence, 15 min. Potency, µM (series often up to 114 µM), without a hit: top-dose activity change, negative = inhibition, usual class: inhibitors. 0.35% of 390,000 active; further: nearly all actives have a fitted effect of over 65% in size
Target sequence (P39748 whole entry, looked up): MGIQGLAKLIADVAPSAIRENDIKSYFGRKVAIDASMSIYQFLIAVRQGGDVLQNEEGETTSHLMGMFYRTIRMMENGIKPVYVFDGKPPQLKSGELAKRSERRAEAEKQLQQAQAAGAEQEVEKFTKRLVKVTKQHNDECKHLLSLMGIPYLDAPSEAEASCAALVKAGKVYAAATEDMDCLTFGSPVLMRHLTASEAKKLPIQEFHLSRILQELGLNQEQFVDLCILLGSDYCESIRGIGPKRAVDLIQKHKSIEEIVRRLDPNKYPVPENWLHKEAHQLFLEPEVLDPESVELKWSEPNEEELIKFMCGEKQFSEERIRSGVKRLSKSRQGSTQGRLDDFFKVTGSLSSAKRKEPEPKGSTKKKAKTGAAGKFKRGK
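FEN1 at 10 nM preincubated with compounds 15 min at room temperature, then flap DNA substrate added at 50 nM final. Signal read at 0 and 15 min; concentration-response fitted with four-parameter Hill equation.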
GCN5L2 inh = blocks human GCN5L2 histone acetyltransferase; Q92830; GCN5L2 HAT assay, ThioGlo1 CoA-SH fluorescence; Potency, µM (series often up to 58.9 µM), without a hit: at the top dose activity change, negative = inhibition, hits mostly inhibitors; 0.21% of 390,000 active; AID 504327
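GCN5L2 (20 nM) in 50mM HEPES pH 7.5, 0.1mM EDTA, 0.01% Tween-20 preincubated 15 min with compounds at room temperature. Reaction started with H3(1-25) 75uM, acetyl-CoA 70uM, ThioGlo1 50uM; CoA-thiol fluorescence (Ex340/Em540) read at 0 and 20 min.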
* hit, by the source's call; ? = inconclusive; / = no result given; [ ] = dose if it differs, or a comment. The call rests on the fitted dose curve; in most records, active means well fitted curve in the direction sought with a large enough effect; inconclusive means small, poorly fitted or top-dose-only effect, or another doubt; inactive means no such curve, though single readings can be large; an effect the other way counts as inactive or inconclusive. Unless noted, on the % scale 0 is the no-effect control and ±100 the full control effect; potency means the concentration at half of the fitted maximal effect.

Compound,N370S GC mod,FEN1 inh,GCN5L2 inh
O=C(NCCc1ccc(Cl)cc1)C1CC(=O)N(CCc2ccccc2)C1 (stereo not drawn),-5%,?,0%
CC(=O)Nc1ccccc1C(=O)C(=O)Nc1ccc(C)c(C)c1,-5%,4%,-4%
O=C(NNC(=O)C1CC(c2cccnc2)=NO1)Nc1cccc(F)c1 (stereo not drawn),1%,0%,-3%
CCOc1ccc(NC(=O)CCC(=O)NNC(=O)COc2ccc(C)cc2)cc1,-15%,-2%,3%
CCOc1cc(CNc2ccc(O)cc2)cc(Cl)c1OCc1ccccc1,/,-23%,-34%
O=C(NCCO)c1ccc(-c2nnc(Nc3ccc(OC(F)(F)Cl)cc3)c3ccccc23)cc1,/,11%,-1%
CCOC(=O)C1C(C(=O)NN)C1C(=O)Nc1ccccc1 (stereo not drawn),-10%,-7%,-1%
CCOc1ccc(C(=O)OCc2cc(=O)n3nc(C4CC4)sc3n2)cc1,/,-6%,20%
CCCNc1nc2c(c(=O)[nH]c(=O)n2C)n1Cc1ccc(F)cc1,4%,-2%,-1%
CCOC(=O)c1ccc2nc(C)c(C)nc2c1,3%,-2%,0%
N#CCCn1cc(C(=O)Nc2ccc(C(=O)O)cc2)c(-c2cc3ccccc3o2)n1,1%,14%,-10%
Cc1cccc(NC(=S)NCc2cccs2)c1,8%,-10%,-19%
COc1ccc(N2C(=O)C3CCCN3C2c2cccc(F)c2)cc1Cl (stereo not drawn),11%,-2%,-7%
COc1ccc(C2=NOC(C(=O)NCc3ccccn3)C2)cc1OC (stereo not drawn),4%,0%,0%
CCC(NC(=O)NCc1cccnc1)(C(F)(F)F)C(F)(F)F,-8%,0%,-1%
Cc1cc(C)cc(Nc2cc(C)nc3nncn23)c1,/,-3%,1%
Cc1ccc(CNC(=O)C2CC(=O)N(CCC(C)C)C2)cc1 (stereo not drawn),9%,2%,-6%
CN1C(=O)/C(=C\c2cc(N=Nc3ccccc3)ccc2O)SC1=S,?,-7%,3%
O=C1OC(CC(=O)N(Cc2nnc(-c3ccc(Cl)cc3)o2)C2CC2)c2ccccc21 (stereo not drawn),/,1%,0%
Cc1ccc(NC(=O)c2cc(C)nc3ccccc23)c(C)c1,-7%,3%,-5%

(continued)
Compound,N370S GC mod,FEN1 inh,GCN5L2 inh
CCOC(=O)c1sc(NC(=O)c2nc3nc(C)cc(C(F)F)n3n2)c(C(=O)OC)c1C,/,-4%,-1%
COc1ccc(NC(=O)CSc2nc3[nH]ncc3c(=O)n2-c2ccccc2C)cc1OC,7%,3%,-3%
Cc1ccc(-n2c(C)nnc2SCC(=O)N2CCc3ccccc3C2)cc1C,-2%,-9%,3%
COc1ccc(NC(=O)CS(=O)(=O)c2ccccc2Cl)cc1,-1%,-6%,-20%
CC1=C(C(=O)N2CCOCC2)C(c2ccc(C)cc2)NC(=S)N1 (stereo not drawn),4%,-4%,0%
COc1ccc(CCNC(=O)COC(=O)c2cnc(C)cn2)cc1OC,-1%,0%,-2%
Cc1csc(=O)n1CC(=O)Nc1ccc(S(C)(=O)=O)cc1,/,14%,-4%
N#Cc1c(SCc2ccccc2)nc(N2CCOCC2)c2c1CCCC2,-2%,2%,-12%
COc1cccc(OCc2cc(C(=O)N3CCN(C(C)=O)CC3)no2)c1,-19%,-10%,3%
CCOC(=O)N1CCC(N(CCOC)C(=O)Nc2ccc(CC)cc2)CC1,13%,-6%,4%
CCCC(c1nnnn1CS(=O)(=O)c1ccc(C)cc1)N1CCN(CC)CC1 (stereo not drawn),1%,-3%,0%
COc1ccc(NC(=O)CSc2ccccc2)cn1,-5%,13%,-3%
CC(C)OCCCNS(=O)(=O)c1ccc2c(c1)oc(=O)n2C,-1%,-7%,0%
COCCN(C(=O)CSc1cc(C)c2ccccc2n1)c1c(N)n(CC(C)C)c(=O)[nH]c1=O,/,2%,-8%
CC(C(=O)NCC1CCCCC1)N(C)Cc1ccc(Br)cc1 (stereo not drawn),-6%,-11%,-4%
ClC1(Cl)CC1CSc1ncn[nH]1 (stereo not drawn),-1%,5%,-10%
CC(C)Cn1c(SCC(=O)N2CCN(S(=O)(=O)c3ccccc3)CC2)nc2ccccc21,/,12%,-14%
CN(Cc1ccc(F)cc1)C(=O)c1cccc(S(=O)(=O)N2CCN(c3ccccc3)CC2)c1,0%,-10%,-7%
CCN(CC(=O)NCCc1ccc(S(N)(=O)=O)cc1)Cc1nc2ccccc2c(=O)[nH]1,4%,-6%,-10%
CCC1(C)NC(=O)N(/N=C/c2ccc(C)s2)C1=O (stereo not drawn),5%,18%,-5%

More compounds:
Compound,N370S GC mod,FEN1 inh,GCN5L2 inh
Brc1ccccc1-c1csnn1,4%,13%,-1%
COC(=O)CNC(c1ccccc1)c1cc(Br)ccc1NS(=O)(=O)c1ccccc1 (stereo not drawn),19%,1%,-15%
CCC(C)(C)NC(=O)C(c1ccccc1Cl)N(Cc1cccnc1)C(=O)CCC(=O)Nc1cc(C)on1 (stereo not drawn),-2%,-2%,-4%
COc1cc(C(=O)N/N=C/c2ccc3c(c2)c2ccccc2n3C)ccc1O,-20%,-24%,-9%
CC(=O)Nc1ccc(SCCCC(=O)c2ccccc2)cc1,-5%,-17%,-5%
CCCc1cc(C(=O)OC)c(NC(=O)CCC(=O)O)s1,6%,5%,-6%
COc1ccc(NC(=O)N2CCC(n3cnc4ccccc43)CC2)cc1,9%,8%,-9%
COc1ccccc1CNC(=O)Cn1c(=O)oc2ccccc21,/,-3%,3%
O=C(CNC(=O)c1ccco1)OCc1ccc(Cl)cc1,0%,-2%,3%
CNc1c([N+](=O)[O-])cnn1-c1ccc(F)cc1,-9%,4%,-6%
O=C(CCc1nc2ccccc2c(=O)[nH]1)N1CCN(S(=O)(=O)c2ccccc2Br)CC1,-6%,1%,-4%
COC(=O)c1cc(COC(=O)CNC(=O)c2cccc(C)c2)oc1C,/,5%,-11%
CCC(C(=O)N1CCOCC1)n1c(C(=O)OC)cc2occc21 (stereo not drawn),1%,-17%,0%
Cc1ccc(S(=O)(=O)NCCN2CCNC2=O)cc1,-16%,22%,-3%
CC(C)(C)N(Cc1ccccc1)C(=O)COC(=O)c1cccc([N+](=O)[O-])c1,30%,-1%,?
COc1cc(C(=O)O)nc2ccc([N+](=O)[O-])cc12,-5%,1%,-6%
Cc1ccc(NC(=O)C2CCCN2S(=O)(=O)c2ccc(-c3ccc(=O)[nH]n3)s2)c(C)c1 (stereo not drawn),-8%,-10%,0%
CC1CCN(c2ccc(-c3nc(C(C)C)no3)cc2[N+](=O)[O-])CC1,/,-15%,-16%
O=[N+]([O-])c1ccc2[nH]ncc2c1,3%,1%,-9%
S=C1NC2(CCS1)Oc1ccccc1C1CC(c3ccccc3)=NN12 (stereo not drawn),11%,/,-1%

Continued.
Compound,N370S GC mod,FEN1 inh,GCN5L2 inh
CCn1nc(NC(=O)c2ccccn2)c2cc3cc(C)ccc3nc21,15%,-5%,-8%
C[N+]1(CCCCSc2ccc(O)cc2)CCCCC1,0%,-1%,-7%
CC(NC(=O)CN(c1cccc(C(F)(F)F)c1)S(C)(=O)=O)c1ccccc1 (stereo not drawn),5%,-6%,10%
CCOC(=O)c1c(NC(=O)Cc2cccs2)sc(C(=O)NC2CCCC2)c1C,8%,-5%,-14%
O=C(COC(=O)c1cc(-c2cccs2)nc2ccccc12)c1ccc(F)cc1,/,-9%,-13%
COc1cc(NC(=O)CCCN2C(=O)NC(C)(C)C2=O)cc(OC)c1,/,-1%,-2%
CC(C)N(C(=O)Cn1cnc2c(cnn2-c2ccccc2Cl)c1=O)C(C)C,5%,-2%,2%
CC(=O)N1CC(=O)N(OCc2ccccc2)C1c1ccc(Cl)cc1Cl (stereo not drawn),3%,0%,-12%
O=c1[nH]ccc2c(O)cccc12,12%,?,-9%
O=C(/C=C/c1ccc([N+](=O)[O-])cc1)OCC(=O)c1ccc[nH]1,/,-1%,0%
COc1ccccc1N1CCN(/N=C/c2cccc(Cl)c2)CC1,-7%,-11%,-8%
CCOc1ccc(NC(c2ccc(Cl)cc2)c2nnc(-c3cccc(F)c3)o2)cc1 (stereo not drawn),/,5%,-9%
CCCc1cc(=O)oc2c3c(cc(OCC(=O)NCCCn4ccnc4)c12)OC(C)(C)CC3,?,0%,-25%
CCn1c(CNc2ccc(C)cc2C)nnc1SCC(=O)N1CCCc2ccccc21,3%,10%,-7%
COc1ccc(CC2(CO)CCN(Cc3cnn(C)c3C)CC2)cc1,-8%,17%,4%
CCN(CC)Cc1nc2sc(C)c(C)c2c(=O)[nH]1,6%,-4%,-4%
FC(F)(F)c1ccnc(NCc2ccco2)n1,-2%,-6%,0%
CCOc1ccccc1-c1noc(CSc2nnc(-c3ccccc3)n2-c2ccc(OC)cc2)n1,/,-2%,-3%
CCC(C)(C)NC(=O)c1ccccc1Oc1ccccc1,-1%,-5%,-11%
CN1CCN(CC/C=C2/c3ccccc3Sc3ccc(S(=O)(=O)N(C)C)cc32)CC1,?,-15%,-4%

Look-ups from the entries so far:
Entry of O=C(NCCc1ccc(Cl)cc1)C1CC(=O)N(CCc2ccccc2)C1 (stereo not drawn) in GCN5L2 inh: 0%
Entry of COc1cc(C(=O)N/N=C/c2ccc3c(c2)c2ccccc2n3C)ccc1O in GCN5L2 inh: -9%
Entry of CCn1c(CNc2ccc(C)cc2C)nnc1SCC(=O)N1CCCc2ccccc21 in GCN5L2 inh: -7%
Entry of O=C(NNC(=O)C1CC(c2cccnc2)=NO1)Nc1cccc(F)c1 (stereo not drawn) in N370S GC mod: 1%
Entry of Cc1cccc(NC(=S)NCc2cccs2)c1 in N370S GC mod: 8%
Entry of O=[N+]([O-])c1ccc2[nH]ncc2c1 in GCN5L2 inh: -9%
Entry of CN(Cc1ccc(F)cc1)C(=O)c1cccc(S(=O)(=O)N2CCN(c3ccccc3)CC2)c1 in FEN1 inh: -10%

A different layout for part of the listing above:
CC(C)N(C(=O)Cn1cnc2c(cnn2-c2ccccc2Cl)c1=O)C(C)C
  N370S GC mod: 5%	FEN1 inh: -2%	GCN5L2 inh: 2%

CCOc1ccc(NC(c2ccc(Cl)cc2)c2nnc(-c3cccc(F)c3)o2)cc1 (stereo not drawn)
  N370S GC mod: /	FEN1 inh: 5%	GCN5L2 inh: -9%

The list goes on.
Compound,N370S GC mod,FEN1 inh,GCN5L2 inh
CCCc1nnc(NC(=O)c2cc3ccccc3o2)s1,0%,-2%,-2%
COc1ccc(C(=O)CSc2ccc(-c3ccc(C)cc3)nn2)cc1,6%,10%,-5%
COc1cc(C(=O)Nc2ccccc2-c2nnn(CC(N)=O)n2)cc(OC)c1OC,11%,13%,0%
Cc1ccc(Nc2nnc(-c3ccc(C)c(S(=O)(=O)N4CCN(C)CC4)c3)c3ccccc23)c(C)c1,/,11%,-13%
C=CCNC(=O)C1CC(=O)N(c2ccc(OCC(=O)Nc3ccc(Cl)c(C(F)(F)F)c3)cc2)C1 (stereo not drawn),0%,-2%,-4%[0.501 µM]
FC(F)(F)c1cccc(Nc2c3c(nc4ccc(Cl)cc24)CCC3)c1,/,-29%,-10%
COc1cccc(CC(=O)Nc2ccc(-c3nc4ccccc4s3)cc2)c1,/,17%,-9%
O=C(C1CC=CCC1)N1CCC(CO)(Cc2ccc(Cl)cc2)CC1 (stereo not drawn),-9%,-17%,-16%
COc1ccc(CNc2nc(NCc3ccc(OC)cc3)n(C(=O)c3ccccc3[N+](=O)[O-])n2)cc1,-8%,0%,2%
N#CC1=C(N)Oc2n[nH]c(-c3ccccc3)c2C1c1ccsc1 (stereo not drawn),0%,-15%,-3%
CCN(CC(=O)NCc1ccc(F)cc1)C(=O)c1oc2ccccc2c1C,-2%,-15%,-2%
O=C(NC(=S)Nc1ccccc1OC(F)F)c1ccc2c(c1)OCO2,/,-17%,0%
CCOC(=O)c1c(NC(=O)CSc2nnc(-c3cccnc3)o2)sc(C(C)=O)c1C,4%,?,-8%
Cc1ccc(OCC(=O)Nc2cccc(-c3nnc(-c4ccccc4)o3)c2)c(C)c1,3%,1%,-6%
CCOC(=O)N1CCN(C(=O)c2ccc3c(=O)n(-c4ccc(OC)cc4OC)c(=S)[nH]c3c2)CC1,6%,-11%,0%
Cc1nc(NC(=O)COC(=O)CCc2ccccc2)c(Cl)cc1Cl,/,1%,-3%
C[C@H](NC(=O)c1nc[nH]c1C(=O)N1CCc2ccccc2C1)c1ccccc1,/,15%,2%
COc1cccc(-c2cc(C(F)(F)F)c3c(N)c(C#N)sc3n2)c1,-7%,/,-6%
COc1ccc(C(C)=O)cc1CSc1nnc(-c2ccc(Cl)cc2)n1-c1ccccc1,5%,-5%,-9%
CCCCn1c(N)c(N(CC)C(=O)C2=COCCO2)c(=O)[nH]c1=O,4%,3%,0%
